Screening results: PubChem, several laboratories
FID counter: compounds displacing fluorescent DNA intercalator, primary screen, artefact control for HCV NS3 helicase inhibitor project, biochemical, FID fluorescence; actives 0.17% (n = 290,000); AID 1845, 2009; DNA fluorescent intercalator displacement; inhibition, % at 7.9 µM; in the data active = inhibition above about 37%;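 note: 0% = vehicle and 100% = reference compound; higher means more ethidium bromide displaced from hairpin DNA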
IDE inh: human IDE inhibitors in live cells, primary screen, fluorescence polarization, HEK cells, FAbetaB substrate; Insulin-degrading enzyme (Homo sapiens), P14735; FAbetaB cleavage; inhibition, % at 5.59 µM; actives 0.41% (n = 320,000);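 active = percent inhibition above the average of all tested compounds plus 3 SD, set per screening campaign, cut at about 16% in these data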;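 note: IDE supplied by intact live HEK cells; FP after avidin binding of uncleaved biotin substrate so inhibition keeps polarization high; 0% = DMSO wells and 100% = 60 µM reference IDE inhibitor Ii1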
M18AAP inhibitor: PfM18AAP inhibitors, malaria aminopeptidase, primary screen, biochemical, QFRET, recombinant enzyme. M18 aspartyl aminopeptidase (Plasmodium falciparum 3D7). H-Glu-NHMec fluorogenic cleavage. inhibition, % at 7.35 µM. actives 1.2% (n = 290,000). AID 1822, 2009;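 active = inhibition above the campaign mean inhibition over all tested compounds plus 3 SD, cut at about 28% in these data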;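 note: 0% = plate median of test compound wells and 100% = 2 mM ZnCl2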
HCV NS3 hel inh: inhibitors of HCV NS3 helicase, primary screen, biochemical, Cy5 molecular beacon fluorescence | Hepatitis C virus NS3 helicase | NS3 helicase DNA unwinding | inhibition, % at 10.9 µM | actives 0.56% (n = 290,000) | AID 1800, 2009;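 active = inhibition above the mean of all tested compounds plus 3 SD, set per campaign, cut at about 35% in these data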;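 note: 0% = DMSO wells and 100% = thioflavine S control wells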
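System: NS3 helicase fragment of HCV / Schedule: 1 h at 25 °C / Control set: DMSO alone as 0% and 110 µM thioflavine S as 100% / Reagent: Cy5/quencher beacon DNA duplex and ATP to start / Technique: Cy5 fluorescence / Replication: singlicate / Evaluation: % inhibition of end-to-start signal ratio versus controls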
IDE act: human IDE activators in live cells, primary screen, fluorescence polarization, HEK cells, FAbeta-B substrate; Insulin-degrading enzyme (Homo sapiens), P14735; FAbeta-B cleavage; 0% vehicle, 100% cell-free pure enzyme wells; activation, % at 5.96 µM; actives 0.073% (n = 340,000);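 active = activation above the mean of all tested compounds plus 3 SD, set per screening campaign, cut at about 17% in these data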
VIM-2 inh: VIM-2 metallo-beta-lactamase inhibitors, primary screen, biochemical, epi-absorbance readout, Pseudomonas aeruginosa enzyme. purified VIM-2, nitrocefin hydrolysis, epi-absorbance fluorescence. inhibition, % at 5.6 µM. actives 0.89% (n = 290,000);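 active = inhibition above the mean of all tested compounds plus 3 SD, cutoff set per screening run, cut at about 7.5% in these data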;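 note: red hydrolysis product quenches plate fluorescence so inhibitors raise well fluorescence; 0% = enzyme with DMSO and 100% = DMSO without enzyme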
UBC9 SUMO inh: inhibitors of in vitro SUMOylation cascade, primary screen, biochemical, HTRF, uHTS; SUMO-conjugating enzyme UBC9 (Homo sapiens), P63279; HTRF SUMOylation assay, SAE1/SAE2 + UBC9; inhibition, % at 35 µM; actives 0.36% (n = 290,000); in the data active = inhibition above about 50%, passing the limit was not always enough; note: strong numbers were not always called active
Target sequence (P63279 whole entry, looked up): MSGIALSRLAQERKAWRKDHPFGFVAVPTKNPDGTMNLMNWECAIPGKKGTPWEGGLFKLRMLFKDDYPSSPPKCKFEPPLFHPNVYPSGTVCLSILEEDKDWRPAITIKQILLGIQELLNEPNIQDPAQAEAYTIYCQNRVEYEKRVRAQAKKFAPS
IMP-1 inh: IMP-1 metallo-beta-lactamase inhibitors, primary screen, biochemical, epi-absorbance readout, Pseudomonas aeruginosa enzyme; metallo-beta-lactamase IMP-1 (Pseudomonas aeruginosa); purified IMP-1, nitrocefin hydrolysis, epi-absorbance fluorescence; inhibition, % at 5.6 µM; actives 0.45% (n = 290,000);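 active = inhibition above the mean plus 3 SD of all compounds in the same screening run, cut at about 4.5% in these data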;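 note: 0% = IMP-1 with DMSO and 100% = DMSO wells lacking enzyme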
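System – purified recombinant IMP-1 beta-lactamase · Input – IMP-1 dispensed at 0.2 nM · Timing – 15 min preincubation plus 25 min reaction at 25 °C · Signal – Epi-absorbance fluorescence, 480 nm excitation, 530 nm emission · Measure – percent IMP-1 inhibition derived from blank-referenced optical density · Controls – Enzyme-plus-DMSO low control, enzyme-free DMSO high control · Replication – singlicate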
p-CIP stab down: p/CIP-EGFP fusion destabilizers, primary screen, fluorescence, F442A cells | Q05BA5 | 16 h | decrease of EGFP signal, % at 10 µM | actives 0.01% (n = 290,000);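 active = EGFP signal decrease of at least 30% at 10 µM or well 3 SD below plate mean, unless failing retest; inactive = the rest, including hits failing retest or dose response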; note: some compounds called inactive have numbers as strong as hits; many of its hits are not listed in these tables
Starred values were filed as active, the others as inactive; . = not tested or not shown.

(1) Cc1cc(-n2c(C)cc(C(=O)COc3ccccc3[N+](=O)[O-])c2C)no1
(2) COc1ccc2[nH]c3c(NCCCOC(C)C)ncnc3c2c1
(3) O=c1[nH]c(CN2CCN(S(=O)(=O)/C=C/c3ccccc3)CC2)nc2cc(Cl)ccc12
(4) O=C(COc1ccc(S(=O)(=O)N2CCOCC2)cc1)Nc1cccc([N+](=O)[O-])c1
(5) CCOC(=O)C1CCCN1C(=O)c1ccc(OC)c(Br)c1 (stereo unspecified)

screen / no.	1	2	3	4	5
FID counter	-4	17	-32	-2	-12
IDE inh	3	16	2	-1	4
M18AAP inhibitor	9	-10	-7	-8	-15
HCV NS3 hel inh	4	-4	-3	9	0
IDE act	0	-10	2	2	1
VIM-2 inh	-4.2	-2.2	-0.8	-1.6	1.8
UBC9 SUMO inh	16	19	8	15	22
IMP-1 inh	-0.9	-0.3	-2.8	-1.1	-0.1
p-CIP stab down	-8	-7	-7	-16	-11

(6) CN(C)S(=O)(=O)c1ccc2nc(NC(=O)c3cccnc3)sc2c1
(7) Cc1ccc(-c2nnc(SCC(=O)NC(=O)Nc3ccc(C)cc3C)n2N)cc1
(8) CCc1ccc(-c2nc(CS(=O)CC(=O)NCCCN3CCOCC3)c(C)o2)cc1 (stereo unspecified)
(9) O=C(CN1C(=O)c2cccc3cccc1c23)NCc1ccncc1
(10) CC(=O)Nc1cccc(NC(=O)CSc2ccc(-c3ccccn3)nn2)c1

screen / no.	6	7	8	9	10
FID counter	-5	-9	4	0	-5
IDE inh	-7	7	8	6	2
M18AAP inhibitor	9	1	-2	-4	16
HCV NS3 hel inh	7	-18	5	-3	6
IDE act	-2	5	3	1	4
VIM-2 inh	0.9	-3.6	0.3	0.0	-5.1
UBC9 SUMO inh	14	-14	7	34	12
IMP-1 inh	-3.7	-2.9	2.2	-1.2	-15
p-CIP stab down	-13	10	-1	-1	1

(11) C=CCn1c(CCC(=O)O)ccc1-c1ccccc1
(12) O=S(=O)(/N=C(/Nc1ccc(F)c(F)c1F)c1ccccc1)c1ccccc1
(13) CN(C)CCCNC(=O)/C(=C/c1ccc(-c2ccc([N+](=O)[O-])cc2)o1)NC(=O)c1ccccc1
(14) CCn1c(=O)cc(OCC(=O)N2CCN(C(=O)c3ccco3)CC2)c2ccccc21
(15) Nn1c(=O)[nH]c2c([nH]c3ccccc32)c1=O

screen / no.	11	12	13	14	15
FID counter	-7	2	24	-22	7
IDE inh	6	2	-1	1	1
M18AAP inhibitor	8	-1	4	-4	0
HCV NS3 hel inh	10	2	-11	-1	-3
IDE act	1	4	5	4	5
VIM-2 inh	2.7	-1.4	1.6	-0.7	0.0
UBC9 SUMO inh	15	6	-1	14	13
IMP-1 inh	-3.9	-1.6	-1.9	0.0	-1.0
p-CIP stab down	-7	-9	-51	-6	0

(16) COc1ccc(/C(N)=N/OC(=O)c2cccs2)cc1OC
(17) O=C(NNC(=S)Nc1cccc(Cl)c1)c1ccccc1OC(F)F
(18) Cn1cc(CN2CCCC(CO)(Cc3ccccc3)C2)cn1 (stereo unspecified)
(19) COCCn1c(C)cc(C2=NNC(=Nc3ccccc3)SC2)c1C
(20) O=C(NNc1c(Cl)cccc1Cl)C1CCC1

screen / no.	16	17	18	19	20
FID counter	1	-7	6	-1	-1
IDE inh	3	1	7	-1	-2
M18AAP inhibitor	7	-8	-1	3	1
HCV NS3 hel inh	-7	11	-2	21	5
IDE act	-1	7	-3	3	6
VIM-2 inh	-4.0	-5.2	-3.3	0.1	0.1
UBC9 SUMO inh	22	-13	20	-4	13
IMP-1 inh	-2.4	-4.1	-1.4	-1.3	-2.3
p-CIP stab down	-18	8	-15	1	0

(21) O=C(CSc1nnc2ccccn12)Nc1ccccc1C(=O)NC1CC1
(22) O=C(Nc1nccs1)c1ccc(CSc2ccccc2)o1
(23) COc1ccc(C(=O)N[C@H](C(=O)N2CCN(c3ccccc3F)CC2)C(C)C)cc1
(24) CC(C)c1ccc2oc(-c3cc(N)ccc3O)nc2c1
(25) CC(=O)N/N=c1\sc2ccccc2n1C

screen / no.	21	22	23	24	25
FID counter	-4	-13	-3	-1	-3
IDE inh	6	1	11	5	0
M18AAP inhibitor	-8	3	-6	15	-3
HCV NS3 hel inh	-1	-8	0	15	-2
IDE act	-3	-2	3	6	8
VIM-2 inh	-1.5	-1.5	-2.7	-2.8	-2.4
UBC9 SUMO inh	12	6	12	-12	2
IMP-1 inh	0.3	-1.5	1.0	-3.8	-1.8
p-CIP stab down	-2	-2	-6	5	2

Copied from above, compounds 4 to 7
(4) O=C(COc1ccc(S(=O)(=O)N2CCOCC2)cc1)Nc1cccc([N+](=O)[O-])c1
(5) CCOC(=O)C1CCCN1C(=O)c1ccc(OC)c(Br)c1 (stereo unspecified)
(6) CN(C)S(=O)(=O)c1ccc2nc(NC(=O)c3cccnc3)sc2c1
(7) Cc1ccc(-c2nnc(SCC(=O)NC(=O)Nc3ccc(C)cc3C)n2N)cc1

screen / no.	4	5	6	7
FID counter	-2	-12	-5	-9
IDE inh	-1	4	-7	7
M18AAP inhibitor	-8	-15	9	1
HCV NS3 hel inh	9	0	7	-18
IDE act	2	1	-2	5
VIM-2 inh	-1.6	1.8	0.9	-3.6
UBC9 SUMO inh	15	22	14	-14
IMP-1 inh	-1.1	-0.1	-3.7	-2.9
p-CIP stab down	-16	-11	-13	10

Next part.
(26) O=C(CN1CCOCC1)Nc1ncc(Cc2cccc3ccccc23)s1
(27) CCOC(=O)c1c(-c2ccccc2)nc2ccc(C)cn12
(28) CCOc1ccc(NC(=O)c2ccc3c(=O)n(-c4ccc(OC)cc4OC)c(=S)[nH]c3c2)cc1
(29) Cc1ncc(CN2CCC(CO)(Cc3ccccc3)CC2)s1
(30) O=C(/C=C(\O)c1ccc(Cl)cc1)C(=O)NNC(=O)C(O)(c1ccccc1)c1ccccc1

screen / no.	26	27	28	29	30
FID counter	-21	-14	-30	-2	-24
IDE inh	1	2	-5	-4	3
M18AAP inhibitor	7	1	-4	-1	7
HCV NS3 hel inh	-15	17	6	10	54*
IDE act	-2	5	-4	2	4
VIM-2 inh	-12	3.4	-3.7	-1.6	-4.7
UBC9 SUMO inh	-10	12	-16	-4	-3
IMP-1 inh	-3.8	-0.1	-1.5	-2.5	-4.8
p-CIP stab down	-6	0	-13	5	1

(31) Cc1ccnc(SCc2nc3ccccc3s2)n1
(32) COc1ccc(/C=C(\C#N)C(=O)NCC2CCCO2)cc1OC (stereo unspecified)
(33) O=C(O)c1cc(-c2ccccc2)on1
(34) O=C1CCC(C(=O)N2CCc3c(Cl)cccc3C2)CN1CCCN1CCOCC1 (stereo unspecified)
(35) O=C(NCc1nc2ccccc2[nH]1)c1ccccc1F

screen / no.	31	32	33	34	35
FID counter	-9	-6	-3	3	-1
IDE inh	-3	4	-1	.	-1
M18AAP inhibitor	3	4	-1	1	-6
HCV NS3 hel inh	-3	1	19	-19	-3
IDE act	5	-2	1	-7	.
VIM-2 inh	-3.0	-2.1	-2.3	-2.0	-2.9
UBC9 SUMO inh	0	0	6	4	7
IMP-1 inh	1.8	0.0	-2.9	-3.8	-3.8
p-CIP stab down	1	-1	10	-5	-9

Compound profiles (already shown). Screens in order: FID counter, IDE inh, M18AAP inhibitor, HCV NS3 hel inh, IDE act, VIM-2 inh, UBC9 SUMO inh, IMP-1 inh, p-CIP stab down
`O=C(O)c1cc(-c2ccccc2)on1` across the screens: -3, -1, -1, 19, 1, -2.3, 6, -2.9, 10
`O=C1CCC(C(=O)N2CCc3c(Cl)cccc3C2)CN1CCCN1CCOCC1` (stereo unspecified) across the screens: 3, ., 1, -19, -7, -2.0, 4, -3.8, -5
`COc1ccc(/C=C(\C#N)C(=O)NCC2CCCO2)cc1OC` (stereo unspecified) across the screens: -6, 4, 4, 1, -2, -2.1, 0, 0.0, -1
`Cc1ccnc(SCc2nc3ccccc3s2)n1` across the screens: -9, -3, 3, -3, 5, -3.0, 0, 1.8, 1

Other compounds.
(36) O=C(CNC(=O)c1ccc(S(=O)(=O)N2CCCC2)cc1)N/N=C/c1ccc(F)cc1
(37) CCc1nnc(NC(=O)C(CC)CC)s1
(38) O=C(Nc1ccc(O)cc1)/C(=C\C=C\c1ccccc1)NC(=O)c1ccccc1
(39) CCN1CCN(CCCNC(=O)C(=O)c2c(C)[nH]c3ccccc23)CC1
(40) Cc1cc(C(=O)N/N=C/c2ccc(OCc3ccccc3)cc2)c(C)o1

screen / no.	36	37	38	39	40
FID counter	-17	-4	-14	4	-16
IDE inh	4	-5	-1	-4	8
M18AAP inhibitor	-2	-1	-12	-1	-6
HCV NS3 hel inh	7	-2	-7	1	11
IDE act	-2	0	4	0	-5
VIM-2 inh	-0.3	0.1	-0.8	-2.0	-2.0
UBC9 SUMO inh	-6	0	10	10	-25
IMP-1 inh	-2.3	-0.7	-1.2	-1.6	-4.7
p-CIP stab down	-3	-2	-19	2	0

(41) O=C1/C(=C\c2ccccc2)CCc2c1[nH]c1ccccc21
(42) Cc1nn(CC(=O)Nc2ccc(C(C)C)cc2)c(C)c1[N+](=O)[O-]
(43) CC(C)Oc1ccc(C(=O)NC2=NCCS2)cc1
(44) Fc1ccc(-n2c(-c3ccc4ccccc4n3)n[nH]c2=S)cc1Cl
(45) Cc1ccc(C(=O)NC(=S)Nc2cccc3c(C)cc(C)nc23)cc1

screen / no.	41	42	43	44	45
FID counter	-8	0	2	-15	-2
IDE inh	3	-4	6	1	7
M18AAP inhibitor	-5	-14	10	1	-2
HCV NS3 hel inh	0	6	19	-4	-1
IDE act	-3	-1	4	-1	7
VIM-2 inh	-5.9	-2.9	0.1	-2.8	-0.7
UBC9 SUMO inh	6	-4	11	6	6
IMP-1 inh	-2.7	-3.3	-2.3	-1.7	-4.7
p-CIP stab down	3	3	6	-6	1
